# Bioassay records (PubChem)
# Hsp90 Hop PPI: changes Hsp90-Hop TPR2A binding signal, up or down | AlphaScreen TPR2A-His6 binding biotin-Hsp90 C-terminal peptide | Potency, µM (doses to about 57 µM), for the others: top-dose activity change, negative = inhibition | actives 0.44% (n = 71,000) | AID 595; active = well fitted curve in either direction with a large enough effect; inconclusive = small, poorly fitted or top-dose-only effect, or another doubt; note: potency is the fitted concentration of half-maximal effect; % is set by controls: 0 for no effect and ±100 for the full control effect; many of its hits are not listed in these tables
# Pol III holo inh: DNA polymerase III holoenzyme inhibition. actives 0.25% (n = 71,000). reconstituted DNA polymerase III holoenzyme replication, biochemical. Potency, µM (top dose mostly 57.1 µM), without a hit: at the top dose activity change, negative = inhibition. AID 603; note: potency is the fitted concentration of half-maximal effect; % is set by controls: 0 for no effect and ±100 for the full control effect
#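 Reconstituted *E. coli* holoenzyme (0.35 nM Pol III, 1 nM beta, 154 nM SSB, 2 nM primase) was preincubated with compound for 15 min at RT. Synthesis on 1.4 nM ssM13Gori ran 35 min, then was stopped with PicoGreen/EDTA and read as dsDNA fluorescence.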
# HADH2 inhib: inhibitors of human HADH2 dehydrogenase | Q99714 | recombinant HADH2, NADH fluorescence, beta-hydroxybutyryl-CoA | Potency, µM (doses to about 57.1 µM), inactives show at the top dose activity change, negative = inhibition, hits mostly inhibitors | actives 3.4% (n = 73,000) | AID 886; note: potency is the fitted concentration of half-maximal effect; % is set by controls: 0 for no effect and ±100 for the full control effect; nearly all actives have a fitted effect of over 60% in size; many of its hits are not listed in these tables
# Target sequence (Q99714 whole entry, looked up, one chain of several): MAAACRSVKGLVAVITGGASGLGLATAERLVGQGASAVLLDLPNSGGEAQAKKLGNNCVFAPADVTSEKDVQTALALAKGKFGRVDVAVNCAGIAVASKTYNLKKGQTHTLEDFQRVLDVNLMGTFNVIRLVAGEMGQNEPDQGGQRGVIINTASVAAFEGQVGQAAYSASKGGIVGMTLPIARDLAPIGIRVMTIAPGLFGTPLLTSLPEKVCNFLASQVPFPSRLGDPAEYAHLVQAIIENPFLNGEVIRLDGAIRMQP
#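 NADH fluorescence (ex 360/em 450 nm) read every 30 s for 4 min; activity taken as last-minus-first time point difference. Enzyme 20 nM, NAD+ 1 mM, beta-hydroxybutyryl-CoA 90 uM, pH 9.0 Tris buffer.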
# GFP derepression: epigenetic GFP locus derepression in mouse cells; mouse C127i GFP locus derepression, cytometry, 30 h; Potency, µM (top dose mostly 46.1 µM), for the others: top-dose GFP derepression (activation); actives 0.09% (n = 68,000); AID 597; note: % of control where 0% means no effect
#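 Murine C127i mammary cells carrying a silenced, stably integrated CMV-driven GFP reporter were treated with compound for 30 hours at 37 C. After PBS washes, GFP-positive cells were counted by laser-scanning microplate cytometry.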
# FLuc inh: inhibitors of firefly luciferase; P08659; AID 411; purified firefly luciferase, luminescence, 8 min; actives 2.2% (n = 72,000); Potency, µM (top dose mostly 57.1 µM), inactives show at the highest dose activity change, negative = inhibition, hits mostly inhibitors; note: potency is the fitted concentration of half-maximal effect; % is set by controls: 0 for no effect and ±100 for the full control effect; nearly all actives have a fitted effect of over 40% in size
# Target sequence (P08659 whole entry, looked up): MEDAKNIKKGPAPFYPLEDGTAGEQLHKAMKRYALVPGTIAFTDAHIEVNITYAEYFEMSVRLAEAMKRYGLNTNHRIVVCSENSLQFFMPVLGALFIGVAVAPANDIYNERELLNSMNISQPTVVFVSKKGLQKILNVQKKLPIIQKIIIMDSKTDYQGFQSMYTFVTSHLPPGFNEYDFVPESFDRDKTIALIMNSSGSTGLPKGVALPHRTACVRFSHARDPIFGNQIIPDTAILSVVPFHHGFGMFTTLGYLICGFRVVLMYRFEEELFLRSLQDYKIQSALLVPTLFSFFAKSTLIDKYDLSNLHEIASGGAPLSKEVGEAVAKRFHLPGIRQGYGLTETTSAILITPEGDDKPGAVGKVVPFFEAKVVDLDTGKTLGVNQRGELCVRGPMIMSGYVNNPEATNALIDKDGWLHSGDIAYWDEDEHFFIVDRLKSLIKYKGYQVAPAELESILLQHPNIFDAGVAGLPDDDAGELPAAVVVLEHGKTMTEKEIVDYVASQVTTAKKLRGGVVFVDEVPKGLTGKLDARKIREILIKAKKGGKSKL
#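 Here, luciferase activity is measured as luminescence following an 8 min room-temperature reaction at 10 uM ATP, pH 7.2. Every library sample is titrated.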
# ALOX15 inhib: blocks human 15-lipoxygenase activity; P16050; purified 15hLO-1, xylenol orange hydroperoxide absorbance; Potency, µM (highest dose often 57.1 µM), for the others: top-dose activity change, negative = inhibition, actives largely listed as inhibitors; actives 1.4% (n = 74,000); note: potency is the fitted concentration of half-maximal effect; % is set by controls: 0 for no effect and ±100 for the full control effect; nearly all actives have a fitted effect of over 55% in size
#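 Hydroperoxide formed from arachidonic acid (50 uM) by purified human 15hLO-1 (40 nM) oxidizes ferrous iron, and the ferric-xylenol orange complex is read at 573 versus 405 nm. Compounds were preincubated 15 min; reaction ran 6 min at room temperature.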
# CRE Fsk mod: modulators of forskolin-stimulated CRE signaling in CHO cells. actives 2.5% (n = 71,000). AID 662. CHO CRE-bla reporter (cAMP response element driving beta-lactamase), forskolin EC10, beta-lactamase ratio. Potency, µM (titrated, usually from 38.2 µM), without a hit: at the top dose activity change, negative = inhibition, actives largely listed as activators; active = well fitted activation curve with a large enough effect in the signal ratio, with a control signal flat, not every such curve was filed as active; inconclusive = small, poorly fitted or top-dose-only effect, or effect the other way, or a change in a side signal; the % refers to the signal ratio; note: potency is the fitted concentration of half-maximal effect; % of control where 0% means no effect
#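 CHO CRE-bla cells, overnight plating in Opti-MEM with 0.5% dialyzed FBS; cpd titration + EC10 NKH 477, 3 h 37 °C; CCF4 2 h RT; ex 405/em 460 vs 530 ratio → %Activity, AC50.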
# UbGFP stabilizer: inhibits proteasome, raising ubiquitin-GFP reporter fluorescence; Ubiquitin-GFP reporter cells, proteasome inhibition, GFP fluorescence; response scale: untreated = 0%, 10 µM MG-132 = 100%; Potency, µM (top dose mostly 45.9 µM), for inactives: at the top dose activation (GFP accumulation), hits mostly activators; AID 526; 67,000 tested, under 10 active; active = well fitted activation curve with a large enough effect, not every such curve was filed as active; inconclusive = small, poorly fitted or top-dose-only effect, or another doubt; inactive = no such curve, though single readings can be large or run the other way; note: potency is the fitted concentration of half-maximal effect
#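 Proteasome block read as GFP accumulation: ubiquitin(G76V)-GFP U2OS cells exposed to compound (2.9 nM–46 uM) for 4 hr at 37 C. Normalization used untreated cells as 0% and 10 uM MG-132 as 100%; concentration-response curves fitted.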
# HBB splice mod: modulators of hemoglobin beta chain splicing; HBB splicing reporter cell assay, activation; EGFP reporter with mutant IVS2-654 intron; response scale: normalised to 500 nM splice-correcting PNA; Potency, µM (doses to about 46.1 µM), for inactives: top-dose activation, usual class: activators; actives 0.06% (n = 65,000); AID 925; note: potency is the fitted concentration of half-maximal effect; 0% is about no effect
#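 HeLa cells stably expressing EGFP interrupted by mutant beta-globin intron 2 (IVS2-654), 500/well in 2% FCS. Treated with compound for 2 days at 37C. Splicing correction scored as total well GFP intensity (488 nm excitation, 500-520 nm emission); 500 nM antisense PNA served as control.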
# ERK AVP inh: blocks ERK signaling stimulated by vasopressin | HEK293-V1b, vasopressin-stimulated pERK AlphaScreen | Potency, µM (highest dose often 57.5 µM), for inactives: at the top dose activity, negative = inhibition, most hits filed as inhibitors | actives 0.99% (n = 72,000) | AID 995; note: potency is the fitted concentration of half-maximal effect; % is set by controls: 0 for no effect and ±100 for the full control effect; nearly all actives have a fitted effect of over 55% in size
#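 HEK293 cells stably expressing V1b receptor, seeded overnight in 1% FBS, were treated with compounds for 30 min at 37C, then stimulated 5 min with 25 nM vasopressin; phospho-ERK read by AlphaScreen SureFire after lysis.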
# Tau fil binding: binders of human tau filaments. Potency, µM (highest dose often 57.1 µM), inactives show top-dose activity change, negative = inhibition. AID 596. recombinant tau filaments, thioflavin S fluorescence, 15 h; filaments grown with octadecylsulfate alongside compound. P10636. actives 2% (n = 71,000);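 note: potency is the fitted concentration of half-maximal effect; % is set by controls: 0 for no effect and ±100 for the full control effect; actives lower thioflavin S fluorescence by blocking filaments or displacing dye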
#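 Quantitative HTS: thioflavine S signal from ODS-induced tau filaments, excited at 450 nm, emission 510 nm. Conditions: 1 uM tau, 30 uM ODS, 15 h at 37 C, pH 7.4.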
# The depositor's hits bear a star; i = inactive; ? = inconclusive; nt = not tested or not shown; [ ] = another dose, or the depositor's remark. Unless noted, calls come from the whole dose curve; as a rule, active = well fitted curve in the direction sought with a large enough effect; inconclusive = small, poorly fitted or top-dose-only effect, or another doubt; inactive = no such curve, though single readings can be large; an effect the other way counts as inactive or inconclusive.
SMILES,Hsp90 Hop PPI,Pol III holo inh,HADH2 inhib,GFP derepression,FLuc inh,ALOX15 inhib,CRE Fsk mod,UbGFP stabilizer,HBB splice mod,ERK AVP inh,Tau fil binding
CCCCOc1ccc(N(CC(=O)NC2CCCC2)C(=O)CCC(=O)Nc2ccccn2)cc1,1%,-2%,2%,-2%,6%,0%,28%,7%,-2.4%,20%,-9%
CSc1nnc(-c2cnccn2)n1CCCN1CCCC1=O,-3%,-1%,-3%,-2%,-2%,4%,6%,-7%,0.2%[57.5 µM],0%,3%
O=C(CN1CC(=O)Oc2ccccc21)OCC(=O)c1ccccc1,3.2µM*,-6%,-3%,0%,-1%,84%[activator],1%,-7%,nt,-9%,-4%
O=C(NCCc1ccccc1)c1ccc(-n2cnnn2)cc1,-4%,0%,4%,-1%,-4%,2%,-8%,3%,-1.8%,9%,-9%
CC1Cc2ccccc2N1C(=O)C1CCCN(S(=O)(=O)c2cccc3nsnc23)C1 (centres undefined),-10%,-2%,?,2%,0%,-13%,-29%,0%,1.5%,7%,?
COc1ccc(S(=O)(=O)NCCC(=O)NCc2ccc(F)cc2)cc1,-5%,-3%,0%,2%,2%,-3%,-19%,-1%,-1.0%[57.5 µM],-9%,0%
O=C(c1ccc(-c2cccc(C(F)(F)F)c2)o1)N1CCOCC1,-4%,-10%,9%,0%,-3%,3%,?,-4%,3.0%,-4%,8%
CCOC(=O)Cn1c(=O)oc2cc(S(=O)(=O)N(C)Cc3ccco3)ccc21,-5%,-8%,1%,nt,-2%,7%,-7%,-4%,0.5%,nt,-7%
COC(=O)c1ccc(CSc2nnc(CNC(=O)COc3ccc(Cl)cc3)o2)o1,-11%,3%,-2%,2%,-2%,1%,-5%,16%,-0.2%,-19%,1%
CC1=C(C#N)C(Nc2cccc(C)n2)(C(F)(F)F)C(=O)N1 (centres undefined),-7%,-6%,2%,-1%,-3%,6%,?,-2%,0.0%,-7%,-1%
CC(=O)N1CCN(Cc2nc3cc(NC(=O)C4CCCCC4)ccc3n2C)CC1,-4%,-3%,11%,0%,3%,6%,2%,-2%,6.3%,7%,7%
Nc1nc(NCc2c(F)cccc2Cl)nn1-c1ccccc1,3%,-2%,6%,2%,-3%,-2%,-9%,1%,0.2%,-1%,2%
CC(C)(C)NC(=O)C1CCN(S(=O)(=O)c2ccc(Br)cc2)CC1,5%,7%,5%,0%,0%,-6%,-6%,-5%,0.7%,-17%,-10%
Cc1c(-c2nc(N)nc(Nc3ccccc3)n2)oc2ccccc12,-6%,-6%,-12%,0%,25µM*,?,?,3%,3.3%,-8%,106%
CCOC(=O)CON1C(=O)C(C)(C)N(OCC(=O)OCC)C(=O)C1(C)C,-4%[11 µM],1%[11.4 µM],12%[11.4 µM],-2%,0%,5%[11.4 µM],?,0%[9.17 µM],-1.6%[0.0738 µM],-19%,6%[11.4 µM]
O=c1oc2cc(Br)ccc2n1CSC1=NCCS1,-6%,-5%,9%,-1%,7%,-4%,?,-3%,nt,68%[activator],-2%
C=CCNc1nc2c(c(=O)n(C)c(=O)n2C)n1CCCCCC,-7%,-7%,1%,0%,0%,3%,29%,nt,-0.3%[0.369 µM],?,-4%
COC(=O)c1cn(C(=O)c2ccco2)c2ccccc12,3%,-6%,-7%,2%,-2%,-26%,6%,0%,0.9%[9.22 µM],3%,-4%
CCn1cc(C(=O)NCC2CCCO2)c(=O)c2cc(S(=O)(=O)N3CCC(C)CC3)ccc21 (centres undefined),1%,4%,1%,-5%,2%,3%,-23%,18%,2.3%[1.84 µM],-9%,20%
CSCC[C@H](NC(=O)C1CCN(S(=O)(=O)c2ccc(C)cc2)CC1)C(=O)NCC1CCCO1 (some centres undefined),-5%,-2%,0%,-1%,1%,8%,-10%,-5%,-0.2%,?,6%
COc1ccc(Cl)cc1S(=O)(=O)N1CCN(C(=O)c2cc(OC)c(OC)c(OC)c2)CC1,-5%,-1%,1%,8%,2%,6%,?,0%,-0.7%,16%,-12%
CCCCN(CC)CCNC(=O)c1cc2c(C)nc3ccccc3c2o1,-6%,-7%,0%,0%,3%,-3%,?,10%,-1.0%,-25%,-20%
O=C(CSc1nnnn1-c1ccccc1)Nc1ccc(Cl)cc1,-4%,0%,3%,2%,1%,12%,-1%,11%,-2.3%,2%,13%
O=C(NCCc1ccccc1)C1CCCN(S(=O)(=O)c2cccc3nsnc23)C1 (centres undefined),-1%,-8%,-26%,3%,-1%,-25%,?,6%,-0.1%,-22%,-12%
CCOC(=O)N1CCN(S(=O)(=O)c2c(C)cc(C)cc2C)CC1,0%,-5%,5%,-1%,2%,1%,1%,-4%,nt,36%[activator],-6%
O=C(CN(Cc1ccc(F)cc1)S(=O)(=O)c1ccccc1)N1CCCCC1,-2%,1%,-1%,0%,-13%,?,-2%,9%,-6.3%,-30%,-21%
Cc1ccc(CNC(=O)c2ccccc2NC(=O)CSc2nnnn2C)cc1,1%,2%,5%,1%,0%,3%,-14%,-1%,-0.4%[57.5 µM],28%,-2%
COc1ccc(OC)c(C2C(C(C)=O)=C(O)C(=O)N2CCN2CCOCC2)c1 (centres undefined),-2%,-8%,-8%,2%,0%,3%,-1%,3%,-4.3%,4%,11%
CCc1nnc(NC(=O)CCC(=O)Nc2ccccc2)s1,-6%,-3%,3%,6%,3%,0%,7%,-2%,0.3%,4%,18%
Oc1ccc(CNCc2ccccc2)c2cccnc12,?,-5%[11.4 µM],-9%[11.4 µM],?,1%[11.4 µM],46%[activator][11.4 µM],-1%[7.6 µM],-3%[9.17 µM],1.8%[9.22 µM],6%[11.5 µM],-27%[11.4 µM]
O=C(NCc1ccc2c(c1)OCO2)c1cc2n(n1)C(C(F)(F)F)CC(c1ccc3c(c1)OCO3)N2 (centres undefined),1%,5%,6%,4%,-1%,-17%,7%,0%,8.7%[0.369 µM],11%,209%
COc1ccc(S(=O)(=O)N(C)CC(=O)N2CCCCCC2)cc1OC,0%,2%,2%,-2%,1%,7%,?,-7%,-0.8%,-24%,4%
Cc1ccc(Cn2nnc3c(=O)[nH]c(C4CCN(C(=O)c5cccs5)CC4)nc32)cc1,-4%,11%,-3%,3%,-12%,-3%,?,5%,-0.3%[57.5 µM],?,26%
O=C1c2ccccc2C(Nc2ccccc2F)N1c1cccnc1 (centres undefined),-4%[2.3 µM],-9%,-1%,nt,2%,1%,?,8%,0.6%,22%,-21%
O=C1CCN2C=Nc3cccc4ccc1c2c34,2%,119%,-19%,-2%,1%,-8%,?,-7%,0.1%,11%,i
COc1ccc(N2CCN(C(=O)C3CCCN(S(=O)(=O)c4cccc5cccnc45)C3)CC2)cc1 (centres undefined),-5%[2.3 µM],1%,-15%,nt,1%,-8%,?,-11%,-1.0%,?,423%
Cc1cn(C2OC(COC(=O)c3ccccc3)C(O)C2O)c(=O)[nH]c1=O (centres undefined),-2%,-6%,19%,2%,4%,0%,?,2%,-1.4%,-1%,2%
CSCCC(NC(=O)COc1ccccc1)C(=O)N1CCN(c2ccccc2F)CC1 (centres undefined),-3%,4%,7%,1%,0%,-7%,-19%,-1%,-0.2%[57.5 µM],2%,3%
COC(=O)CC(=O)CSc1nc(C)cc(C)c1C#N,0%,-2%,25µM*,0%,1%,3%,?,-2%,nt,-8%,13%
O=C(NC1CC1)C1C2C3C4CC5C3C5C4C12 (centres undefined),-1%,-2%,7%,0%,-7%,10%,-2%,3%,0.3%[57.5 µM],-4%,5%
Cc1ccccc1Cn1c(CN2CCc3ccccc3C2)nc2c1c(=O)n(C)c(=O)n2C,-11%,-3%,0%,4%,-1%,?,-18%,-2%,4.7%[0.369 µM],-21%,34%
COc1ccccc1N1CCN(CCN(C(=O)c2ccc(I)cc2)c2ccccn2)CC1,-17%,-2%,-1%,-2%,5%,nt,-15%,-2%,-2.3%,nt,2%

# These rows are one share of the data. The share of hits here may be higher or lower than overall.
